Assay outcomes as filed in PubChem BioAssay.
SNCA expr inh = inhibitors of alpha-synuclein (SNCA) gene expression | HEK-293 SNCA-luciferase knock-in, luminescence, 24 h | Potency, µM (top dose mostly 57.2 µM), inactives show at the highest dose activity change, negative = inhibition, actives largely listed as inhibitors | 0.17% of 140,000 active | AID 1671194;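 further: potency means the concentration at half of the fitted maximal effect; plate controls were DMSO cells for no effect and cell-free wells for full effect; nearly all actives have a fitted effect of over 45% in size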
IP6K1 inhibitor = inhibitors of human IP6K1; IP6K1 kinase, ADP-Glo luminescence, 2 h; stronger effect = lower value; activity change, % (series mostly up to about 58 µM); 0.81% of 140,000 active; AID 1645851; in the data active means activity change below about -25%
Target sequence (Q92551 whole entry, looked up): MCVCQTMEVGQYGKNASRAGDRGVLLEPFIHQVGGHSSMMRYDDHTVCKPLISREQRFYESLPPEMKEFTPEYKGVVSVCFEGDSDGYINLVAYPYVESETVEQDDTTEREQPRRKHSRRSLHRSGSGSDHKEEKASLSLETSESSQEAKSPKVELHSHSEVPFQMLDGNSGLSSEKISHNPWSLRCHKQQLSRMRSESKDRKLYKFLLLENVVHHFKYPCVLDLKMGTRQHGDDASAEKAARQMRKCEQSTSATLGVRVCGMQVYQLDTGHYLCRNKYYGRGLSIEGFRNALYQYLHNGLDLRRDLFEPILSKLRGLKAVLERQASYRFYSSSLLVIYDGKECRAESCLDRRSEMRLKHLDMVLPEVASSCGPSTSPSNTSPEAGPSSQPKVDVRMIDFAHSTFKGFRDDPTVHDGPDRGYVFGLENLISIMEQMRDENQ
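ADP-Glo luminescence measures ADP made by human IP6K1 during a 2 h RT reaction with ATP/IP6 (mix at 1.3 mM/130 uM); top library doses 57.5 and 19.1 uM final.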
HEK293 tox = kills HEK 293 cells | 6.6% of 94,000 active | HEK 293 viability, ATP luminescence (CellTiter-Glo), 48-72 h | Potency, µM (top dose mostly 115 µM), inactives show at the top dose activity change, negative = cytotoxicity, most hits filed as inhibitors; further: potency means the concentration at half of the fitted maximal effect; nearly all actives have a fitted effect of over 60% in size
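CellTiter-Glo luminescence (cellular ATP) was read after 48 or 72 hr of compound exposure at 37 degree Celsius. Cells were HEK 293 plated at 250 cells/well.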
Luciferase inh = blocks purified firefly luciferase enzyme activity; purified P. pyralis luciferase, luminescence, biochemical; Potency, µM (doses to about 115 µM), without a hit: at the highest dose activity change, negative = inhibition, most hits filed as inhibitors; 2.5% of 76,000 active; AID 1347043; further: potency means the concentration at half of the fitted maximal effect; nearly all actives have a fitted effect of over 65% in size
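Biochemical qHTS: compound (6-point titration) added to 10uM D-luciferin plus 10uM ATP in Tris acetate pH 7.5 buffer with Mg, Tween-20 and BSA, then purified enzyme at 10nM; light output imaged.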
GPT2 inhibitor = inhibitors of human GPT2 alanine aminotransferase | Potency, µM (titrated, usually from 57.7 µM), for the others: at the highest dose activity change, negative = inhibition, hits mostly inhibitors | 0.25% of 100,000 active | Q8TD30 | Recombinant GPT2, coupled pyruvate oxidase/HRP Amplex Red fluorescence; further: potency means the concentration at half of the fitted maximal effect; nearly all actives have a fitted effect of over 60% in size; many of its hits are not listed in these tables
Target sequence (Q8TD30 whole entry, looked up): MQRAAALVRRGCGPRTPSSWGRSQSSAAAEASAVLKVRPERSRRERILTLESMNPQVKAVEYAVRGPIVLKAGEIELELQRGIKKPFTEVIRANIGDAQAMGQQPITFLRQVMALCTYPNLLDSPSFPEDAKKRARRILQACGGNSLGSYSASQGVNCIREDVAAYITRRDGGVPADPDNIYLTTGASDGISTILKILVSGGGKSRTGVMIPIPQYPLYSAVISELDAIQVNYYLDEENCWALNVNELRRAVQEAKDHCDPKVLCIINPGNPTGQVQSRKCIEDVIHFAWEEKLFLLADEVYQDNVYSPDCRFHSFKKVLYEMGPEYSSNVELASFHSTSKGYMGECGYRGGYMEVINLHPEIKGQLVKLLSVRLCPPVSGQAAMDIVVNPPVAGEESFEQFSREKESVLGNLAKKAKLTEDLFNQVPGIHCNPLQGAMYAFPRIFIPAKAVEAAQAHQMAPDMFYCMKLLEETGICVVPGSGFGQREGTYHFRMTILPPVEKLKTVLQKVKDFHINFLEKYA
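Inhibition is scored from Amplex Red fluorescence generated when pyruvate oxidase and HRP act on pyruvate released by GPT2. Reactions contain 10ng/uL enzyme, 250uM a-KG and 2mM L-alanine and run 30 min at room temperature.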
SNCA viab count = reduces viability of HEK-293 SNCA reporter cells; HEK-293-SNCA-luc viability, GF-AFC fluorescence, 24 h; Potency, µM (highest dose often 57.1 µM), for the others: at the top dose activity change, negative = cytotoxicity, usual class: cytotoxic; 0.12% of 150,000 active; AID 1671193;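 further: potency means the concentration at half of the fitted maximal effect; 0% = DMSO-treated cells and -100% = medium-only wells without cells; nearly all actives have a fitted effect of over 30% in size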
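HEK-293-SNCA-luc cells (1500/well) plated 24 h, then exposed 24 h to a dilution series; GF-AFC added 30 min at 37C, fluorescence 405/540 nm; normalised to medium-only and DMSO wells, Hill fit.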
3T3 cytotox = cytotoxic compounds in NIH 3T3 cells. NIH 3T3 viability, CellTiter-Glo ATP luminescence, 48-72 h. Potency, µM (series often up to 96.7 µM), for the others: at the highest dose activity change, negative = cytotoxicity, usual class: inhibitors. 4.3% of 94,000 active; further: potency means the concentration at half of the fitted maximal effect; nearly all actives have a fitted effect of over 55% in size
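Mouse fibroblast NIH 3T3 cells, 400 per well, received compound via pintool and were incubated for 48 or 72 hr prior to CellTiter-Glo ATP luminescence measurement.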
An asterisk follows results filed as active; i = inactive; ? = inconclusive; / = not tested or not shown; ! = a repeat was not active; [ ] = remark or other dose. Unless noted, the call rests on the fitted dose curve; in most records, active means well fitted curve in the direction sought with a large enough effect; inconclusive means small, poorly fitted or top-dose-only effect, or another doubt; inactive means no such curve, though single readings can be large; an effect the other way counts as inactive or inconclusive. Unless noted, on the % scale 0 is the no-effect control and ±100 the full control effect.

item	mol	SNCA expr inh	IP6K1 inhibitor	HEK293 tox	Luciferase inh	GPT2 inhibitor	SNCA viab count	3T3 cytotox
1	Cc1cc(C(=O)N2CC[C@H](NS(=O)(=O)c3cccs3)C[C@H]2C(=O)N[C@H](CC(C)C)C(N)=O)n(C)n1	20%	10	-17%	-6%	-4%	-8%	-5%
2	CCOc1ccccc1CN1CCC2(CCN(C(C)=O)CC2)Oc2ccccc21	-14%	-11	?	-3%	i	4%	-29%
3	O=C(NC1CC1)C1CCN(C(=O)N2CC3CC(C2)[C@H]2CCCC(=O)N2C3)CC1 (stereo not given in full)	-28%	32	5%	-7%	i	6%	i
4	O=C1NCCCCCCN(C(=O)c2cc(CN3CCOCC3)on2)[C@H]2CCCC[C@@H]12	-7%	2	-16%	-2%	i	-4%	-11%
5	COCc1cc(=O)n(CC(=O)Nc2cccc(SC)c2)c(N2CCOCC2)n1	-13%	28	?	-12%	i	-13%	-14%
6	COCCOCC(=O)NCC(=O)N1CCCCCNC(=O)CC1c1ccccc1 (stereo not given)	10%	-6	2%	-12%	-6%	10%	-6%
7	CCn1c(SCC(=O)Nc2c(C)cccc2C)nnc1-c1nonc1NC(C)=O	-18%	5	/	/	/	-1%	/
8	CCN1CCN(c2nc3c(S(=O)(=O)c4ccc(C)cc4)nnn3c3ccsc23)CC1	-2%	3	/	/	/	5%	/
9	O=C(COc1ccc(F)cc1)N1CCN(C(=O)c2nnn3c2COC(c2ccc(Cl)cc2)C3)CC1 (stereo not given)	?	2	?	-4%	i	-13%	4%
10	CC(=O)Nc1ccc(CN2C[C@@H](F)[C@@H](OCc3nc4cc(C)c(C)cc4[nH]3)C2)cc1	-3%[87.6 µM]	-2	?	-8%[172 µM]	2%[88.5 µM]	4%[87.6 µM]	?

Some of these compounds in order of molecular weight, high to low.
item	mol	SNCA expr inh	IP6K1 inhibitor	HEK293 tox	Luciferase inh	GPT2 inhibitor	SNCA viab count	3T3 cytotox
9	O=C(COc1ccc(F)cc1)N1CCN(C(=O)c2nnn3c2COC(c2ccc(Cl)cc2)C3)CC1 (stereo not given)	?	2	?	-4%	i	-13%	4%
5	COCc1cc(=O)n(CC(=O)Nc2cccc(SC)c2)c(N2CCOCC2)n1	-13%	28	?	-12%	i	-13%	-14%
2	CCOc1ccccc1CN1CCC2(CCN(C(C)=O)CC2)Oc2ccccc21	-14%	-11	?	-3%	i	4%	-29%

(continued)
item	mol	SNCA expr inh	IP6K1 inhibitor	HEK293 tox	Luciferase inh	GPT2 inhibitor	SNCA viab count	3T3 cytotox
11	COc1ccccc1C(=O)N1CC(CNc2ccccc2)C2(C1)CN(c1ccccc1)C2 (stereo not given)	?	-3	?	-7%[172 µM]	-8%[88.5 µM]	-18%[87.6 µM]	?
12	COCCn1c(C)cc(O)c(C(c2ccccc2F)N2CCN(c3ccccc3)CC2)c1=O (stereo not given)	-6%	26	/	/	/	-12%	/
13	CC(C)NCC(O)c1ccc(O)c(O)c1 (stereo not given)	-24%	8	/	/	17µM*!	?	/
14	N#Cc1nc(-c2ccc(COc3ccccc3)o2)oc1N1CCN(c2ccccc2)CC1	-15%	-7	/	/	/	-4%	/
15	CN1Cc2ccc(NCc3ccccc3)nc2C(C)(C(=O)NCc2cccs2)C1 (stereo not given)	-28%[87.6 µM]	-6	?	-7%[172 µM]	-1%[88.5 µM]	-17%[87.6 µM]	79µM*
16	O=C(CCc1cc(=O)[nH]o1)N[C@@H]1CCOC[C@H]1O	10%	0	?	0%	-19%	8%	-5%
17	CC(=O)N1CCc2cc(S(=O)(=O)CCC(=O)N3CCCC(Cc4nncn4CC4CC4)C3)ccc21 (stereo not given)	-8%	2	-23%	5%	4%	2%	-4%
18	CCCn1cc(-c2ccncc2)cc1C(=O)N1CCN(c2ccccc2OC)CC1	14%	-12	-12%	9%	-6%	0%	-5%
19	CCN1c2cc(C(=O)NC3CCCCC3)ccc2C(=O)N2CCCCC21 (stereo not given)	0%	-13	?	-12%	i	?	?
20	CN(C)S(=O)(=O)N1CCC2(CC1)CC(=O)N(C/C=C/c1ccccc1)C2	2%	-8	2%	-4%	i	-2%	?
21	CCOc1ccc2nc(N3CCCC(C(=O)Nc4cccc(Cl)c4C)C3)sc2c1 (stereo not given)	162%[activator]	-5	/	/	/	4%	/
22	CNC(=O)CN(Cc1cccs1)[C@@H]1C[C@@H]2CO[C@H](C(C)C)C[C@@H]2C1	/	27	?	/	/	/	?
23	CCCNC(=O)N1CCC(c2noc(-c3ccccn3)n2)C1 (stereo not given)	20%	5	7%	-5%	-4%	-5%	3%
24	O=C(CN1C(=O)CNC1=O)N1CCCC(Nc2ccc3c(c2)OCO3)C1 (stereo not given)	-2%	10	0%	-10%	?	0%	2%
25	Cc1ccc2nc3n(c2c1)[C@@H](CNCc1cccnc1)COC3	6%[87.6 µM]	-6	-18%[172 µM]	-21%[172 µM]	i	-4%[87.6 µM]	-29%[138 µM]
26	COc1ccc(CCC(=O)N2CC[C@@H](n3c(=O)n(C)c4cccnc43)C2)cc1	-28%	2	-6%	/	i	-4%	-16%
27	Cc1ccc(-c2nnc(SCC(=O)N3CCc4ccccc43)o2)cc1	?	-5	/	/	/	9%	/
28	CC1(CCCCc2ccccc2)COc2ccc(C(=O)NC3CC3)cc2N1 (stereo not given)	-29%[87.6 µM]	5	?	-16%[172 µM]	-12%[88.5 µM]	-4%[87.6 µM]	?
29	Cc1cnccc1CN(C)Cc1cc2n(n1)CCCNC2	6%	-2	-3%	7%	-6%	-5%	-2%
30	COc1ncccc1-c1cnc2[nH]cc(CC(=O)Nc3cc(C)nn3C)c2c1	12%[87.6 µM]	-13	?	-12%[172 µM]	4%[88.5 µM]	-6%[87.6 µM]	?
31	COc1ccc(C(=O)N2CC[C@H](CO)[C@H](NC(=O)C3CC3)C2)cn1	15%	32	i	-1%	2%	0%[12.5 µM]	-5%
32	CC(=O)N1Cc2ccccc2CC2(CCN(Cc3ccccn3)C2)C1 (stereo not given)	9%	-8	-3%	/	-9%	-5%	-2%
33	Cc1ccc2onc(CNC(=O)NCc3ccc(Cl)cc3)c2c1	-25%	-6	/	/	/	-3%	/
34	CCOCCn1c(=O)[nH]c2cc(C(=O)NCc3nnc(C)o3)ccc21	-13%	3	1%	2%	0%	6%	4%
35	O=c1cc(N2CCOCC2)oc2c(NC3CCOCC3)nccc12	-24%[87.6 µM]	-18	-24%[172 µM]	-2%[172 µM]	?	9%[87.6 µM]	32µM*
36	O=C1COC[C@H]([C@H](O)c2ccc(NC(=O)C3CCCC3)cc2)N1	7%[87.6 µM]	4	3%[172 µM]	-1%[172 µM]	-4%[88.5 µM]	8%[87.6 µM]	1%[174 µM]
37	COc1ccc(S(=O)(=O)Nc2cc3c(cc2NCc2ccccc2)n(C)c(=O)n3C)cc1OC	-23%	3	/	/	/	0%	/
38	Cc1cccc(N(C)C(=O)CN(C)S(=O)(=O)c2ccc3[nH]c4c(c3c2)CCCC4)c1	?	1	/	/	/	?	/
39	Cc1nc(-n2nc(C)c(Cc3ccccc3Cl)c2C)sc1C(=O)N1CCC(C)CC1	36%[activator]	-17	/	/	/	1%	/
40	CC1(C)C=CN2C(=O)C3=CCCN3C(=O)[C@@H]2C[C@@]12Nc1ccccc1C2=O	/	1	/	/	i	?	/
41	Cc1nc2ccc(CNC(=O)c3cccc(CCC(C)(C)O)c3)cc2[nH]1	12%	1	3%	-8%	3%	0%	?
42	O=C(O)C[C@@H]1CCN(C(=O)C2CC2)C[C@@H]1CCN1CCC(C(=O)O)CC1	7%[87.6 µM]	-2	i	-7%[172 µM]	0%[88.5 µM]	2%[87.6 µM]	i
43	COc1ccc(-c2ccc3ncc(Nc4cc(F)cc(N5CCOCC5)c4)n3n2)cc1OC	?	10	?	8.9µM*	?	?	18µM*
44	COc1cccn(CC(=O)N(Cc2ccc(SC)cc2)C2CC2)c1=O	-20%	0	-24%	-2%	i	9%	-5%
45	O=C(NCc1sc2ccccc2c1Cl)[C@H]1CCC[C@H](O)C1	13%	22	-29%	-11%	i	13%	-33%
46	Cc1ccc2oc(=O)c3cc(C(=O)NCc4ccc(Cl)cc4)sc3c2c1	-4%	-7	/	/	/	-9%	/
47	COc1ccccc1NC(=O)CSc1nnc2c3ccccc3n(C)c2n1	27%	-24	/	/	/	-14%	/
48	Cc1ccc2c(=O)cc(C(=O)Nc3ccc(S(=O)(=O)N4CCCCC4C)cc3)oc2c1C (stereo not given)	-3%	10	/	/	/	9%	/
49	C=CCNC(=O)c1cnn2c1CN([S+](=O)([O-])c1c(C)noc1C)CC2	-9%	-9	-21%	/	i	0%	-7%
50	CC(C)N1C[C@H](O)C[C@H]1c1nnc2n1CCN(C(=O)c1nn(C)c3ccccc13)C2	-5%	-6	-18%	5%	i	0%[12.5 µM]	1%
51	CC(=O)N1CCC(N[C@H]2CC(C)(C)[C@@H]3C[C@@](C)(O)CC[C@]23CCC(=O)NCCc2c[nH]c3ccccc23)CC1	1%	4	?	-15%	-8%	-6%	-3%
52	CNc1nc(Cc2ccccc2)nc2c1CCNC[C@@H]2C	/	2	/	/	i	-14%	/
53	CCC(C)NC(=O)c1cc2n(n1)CCCN(Cc1ccc(C)cc1)C2=O (stereo not given)	-18%	-4	/	/	/	-11%	/
54	Cc1ccccc1NC(=O)C1CCN(C(=O)c2cnn(-c3ccccc3)c2-n2cccc2)CC1	-9%	7	/	/	/	0%	/
55	CCOC(=O)C1CCCN(C(=O)c2ccc3c(c2)N(Cc2ccccc2)C(=O)c2ccccc2S3(=O)=O)C1 (stereo not given)	18%	26	/	/	/	-17%	/
56	CCc1ccc(-c2nc(CSCC(=O)NCCc3ccccc3)c(C)o2)cc1	/	-5	/	/	?	1%	/
57	CCCOc1ccccc1C(C)Nc1nc(-c2cccnc2)nc2c1CNC2 (stereo not given)	14%	6	79µM*	-2%	-5%	-2%	?

One compound at a time, from the list above. Order of values: SNCA expr inh, IP6K1 inhibitor, HEK293 tox, Luciferase inh, GPT2 inhibitor, SNCA viab count, 3T3 cytotox
Shown for `COc1ccc(-c2ccc3ncc(Nc4cc(F)cc(N5CCOCC5)c4)n3n2)cc1OC` = ?, 10, ?, 8.9µM*, ?, ?, 18µM*
Shown for `O=C1NCCCCCCN(C(=O)c2cc(CN3CCOCC3)on2)[C@H]2CCCC[C@@H]12` = -7%, 2, -16%, -2%, i, -4%, -11%
Shown for `COc1ncccc1-c1cnc2[nH]cc(CC(=O)Nc3cc(C)nn3C)c2c1` = 12%[87.6 µM], -13, ?, -12%[172 µM], 4%[88.5 µM], -6%[87.6 µM], ?
Shown for `O=C1COC[C@H]([C@H](O)c2ccc(NC(=O)C3CCCC3)cc2)N1` = 7%[87.6 µM], 4, 3%[172 µM], -1%[172 µM], -4%[88.5 µM], 8%[87.6 µM], 1%[174 µM]
Shown for `CC(=O)Nc1ccc(CN2C[C@@H](F)[C@@H](OCc3nc4cc(C)c(C)cc4[nH]3)C2)cc1` = -3%[87.6 µM], -2, ?, -8%[172 µM], 2%[88.5 µM], 4%[87.6 µM], ?

An excerpt; the hit share may differ from the screen's.
